Assay outcomes deposited in PubChem by The Scripps Research Institute Molecular Screening Center.
OXTR potentiator: potentiators of human oxytocin receptor. CHO-OTR cells, Fluo-8 calcium fluorescence, potentiator mode; 0% = oxytocin EC15, 100% = EC100. activation, % at 3 µM. 0.061% of 320,000 active. AID 2445;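 active means activation above that plate's cutoff, the mean activation of tested compounds plus 3 SD, cut at about 6.6% in these data, passing the limit was not always enough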;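 further: 100% uses oxytocin at 75 nM as the full agonist control; some results filed as inactive read as strong as hits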
Target sequence (P30559 whole entry, looked up): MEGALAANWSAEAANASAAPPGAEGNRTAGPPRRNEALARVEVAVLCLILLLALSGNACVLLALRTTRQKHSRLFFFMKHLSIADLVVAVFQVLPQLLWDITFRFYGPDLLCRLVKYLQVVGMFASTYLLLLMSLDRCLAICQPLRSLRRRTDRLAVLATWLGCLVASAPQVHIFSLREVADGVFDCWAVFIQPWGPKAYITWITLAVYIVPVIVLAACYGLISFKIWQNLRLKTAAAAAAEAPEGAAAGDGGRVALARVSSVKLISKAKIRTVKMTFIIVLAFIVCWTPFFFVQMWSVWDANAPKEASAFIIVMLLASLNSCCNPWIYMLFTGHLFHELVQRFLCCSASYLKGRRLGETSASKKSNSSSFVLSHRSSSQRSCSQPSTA
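Assay system: CHO-OTR cells, human receptor / Also added: oxytocin at about EC15, sub-maximal agonist stimulus / Dosing: single dose, 3.0 µM nominal final compound concentration / Incubation: 6 min pre-incubation, 100 s read / Technique: Fluo-8 calcium dye fluorescence / Read-out: % activation vs EC15 and EC100 oxytocin / Benchmarks: EC15 oxytocin low, 75 nM oxytocin high / Replicates: singlicate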
CHRM4 antagonist: antagonists of human muscarinic M4 receptor (CHRM4); CHO-hM4 cells, ACh EC80, Fluo-8 calcium fluorescence; inhibition, % at 3 µM; P08173; 0.73% of 360,000 active;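 active means inhibition above its plate's cutoff, the mean inhibition of sample wells plus 3 SD, cut at about 27% in these data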;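 further: 0% = acetylcholine EC80 with DMSO and 100% = DMSO without agonist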
Target sequence (P08173 whole entry, looked up): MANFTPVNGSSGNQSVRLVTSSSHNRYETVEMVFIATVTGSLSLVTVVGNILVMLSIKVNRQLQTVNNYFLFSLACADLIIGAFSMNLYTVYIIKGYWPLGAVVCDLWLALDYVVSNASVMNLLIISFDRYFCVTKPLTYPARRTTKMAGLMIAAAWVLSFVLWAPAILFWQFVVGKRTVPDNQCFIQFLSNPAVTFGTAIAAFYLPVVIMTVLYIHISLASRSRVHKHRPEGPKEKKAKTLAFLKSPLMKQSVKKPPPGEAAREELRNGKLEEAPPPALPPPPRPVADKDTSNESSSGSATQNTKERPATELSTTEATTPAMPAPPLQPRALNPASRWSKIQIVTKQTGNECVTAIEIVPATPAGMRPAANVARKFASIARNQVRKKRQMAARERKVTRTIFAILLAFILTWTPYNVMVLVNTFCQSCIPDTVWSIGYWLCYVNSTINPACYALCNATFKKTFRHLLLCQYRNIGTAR
M4 ag: CHRM4 agonism in calcium assay; P08173; CHO-K1 hM4/Gqi5, Fluo-8 calcium fluorescence; vehicle 0%, full acetylcholine response 100%; activation, % at 3 µM; 0.14% of 360,000 active; AID 624127;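 active means activation above the run mean over all test wells plus 3 SD, cut at about 32% in these data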;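 further: peak over basal fluorescence ratio per well then scaled between controls; 0% = DMSO wells and 100% = acetylcholine at EC100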
CHO-K1 Ca antag: M1 antagonist counterscreen hit in parental CHO-K1 cells; ATP-induced calcium, Fluo-8 fluorescence; 0.6% of 360,000 active; AID 602250; inhibition, % at 3 µM;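 active means inhibition above a per-plate cutoff, the plate's mean sample inhibition plus 3 SD, cut at about 24% in these data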;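 further: 0% = DMSO plus EC80 ATP and 100% = DMSO alone without ATP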
CHRM1 agonist: activates human CHRM1 receptor; P11229; CHO-K1 hM1, Fluo-8 calcium fluorescence, agonist mode; 0% DMSO, 100% acetylcholine EC100; activation, % at 3 µM; 0.33% of 360,000 active; AID 588814;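 active means activation above the run's mean compound activation plus 3 SD, cut at about 16% in these data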;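 further: peak over basal fluorescence ratio within a 140 s kinetic read after compound addition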
CHRM1 PAM: human CHRM1 positive allosteric modulation; P11229; CHO-K1 hM1, Fluo-8 calcium fluorescence, ACh EC20; 0% = ACh EC20, 100% = maximal ACh; activation, % at 3 µM; 0.088% of 360,000 active; AID 588819; in the data active means activation above about 19%, passing the limit was not always enough
CHO-K1 Ca ag: counter-screen for M1 agonists: effect in parental CHO-K1 cells; activation, % at 3 µM; Fluo-8 calcium fluorescence; scaled to maximal ATP response, vehicle zero; 0.48% of 360,000 active; in the data active means activation above about 15%;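 further: untransfected CHO-K1 host cells lacking M1 receptor as counterscreen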
CHO parental Ca: counter-screen: ATP calcium response change in parental CHO cells; inhibition, % at 5.6 µM; parental CHO-K1, ATP-induced calcium, Fluo-8 fluorescence; 0.63% of 330,000 active;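 active means inhibition above that plate's mean sample inhibition plus 3 SD, cut at about 26% in these data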;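 further: 0% = ATP-challenged DMSO wells and 100% = DMSO wells without ATP; some compounds past the cut are filed as inactive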
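Test system: untransfected parental CHO cell line. Compound: one dose, 5.6 µM nominal. Detection: intracellular calcium via Fluo-8 no-wash fluorescent dye. Measure: % inhibition. Benchmarks: ATP-challenged DMSO wells low, unchallenged DMSO wells high.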
CHRM1 antagonist: blocks human M1 muscarinic receptor | P11229 | CHO-K1 hM1, Fluo-8 calcium fluorescence, ACh EC80 antagonist | inhibition, % at 3 µM | 1.3% of 360,000 active;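 active means percent inhibition above its own plate's cutoff, namely the mean of that plate's compound wells plus 3 SD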;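 further: peak over basal fluorescence ratio during 140 s after agonist addition; 0% = ACh EC80 plus DMSO and 100% = DMSO alone without agonist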
An asterisk follows results filed as active; / = not tested or not shown. Rows are unselected; about 2.9% have a hit in one of these screens.

canonical_smiles	OXTR potentiator	CHRM4 antagonist	M4 ag	CHO-K1 Ca antag	CHRM1 agonist	CHRM1 PAM	CHO-K1 Ca ag	CHO parental Ca	CHRM1 antagonist
COc1cccc(C=Cc2nccc3ccccc23)c1OC	/	-5.7	3.6	13.8	-3.8	-3.7	0.4	/	1.7
Cc1ccc(Cn2c(N)nc3ccccc32)cc1	-6.5	-9.3	6.7	0.9	-3.4	-8.0	6.8	-6.9	14.1
Cc1ccc(C2=NS(=O)(=O)N(C)C(C(=O)NCc3ccco3)=C2)cc1	-3.7	-1.9	2.8	-2.7	-1.9	10.1	0.7	-10.6	-13.4
O=C(c1[nH]c(C(F)(F)F)nc1-c1ccccc1)N1CCOCC1	/	3.0	0.1	-3.2	1.3	-0.1	-0.2	/	-15.0
COCC(C)NC(=O)/C(=C/c1ccccc1)c1ccccc1 (stereo not given)	-1.3	-4.9	0.4	-10.8	-8.4	9.5	0.8	-2.3	-6.2
COc1ccc(S(=O)(=O)Nc2ccc(NC(C)=O)cc2)cc1OC	-8.9	-11.2	-0.5	-1.6	-2.7	1.1	-0.7	-10.4	-0.1
CN(C)c1nc2c(cnn2C)c(=O)[nH]1	/	-8.0	0.4	-6.9	-1.2	4.5	0.2	/	-11.4
Cn1ccsc1=NC(=O)c1ccc(S(C)(=O)=O)cc1	-7.3	-20.5	1.8	-2.1	-6.0	4.8	0.2	-5.9	-4.9
O=C(CSc1nc2[nH]ncc2c(=O)[nH]1)Nc1ccc(OC(F)(F)F)cc1	-7.8	-3.6	0.0	6.1	-5.7	12.8	-0.3	3.5	2.6
Cc1c(C(=O)NCc2cccc(C(F)(F)F)c2)sc(=O)n1Cc1cccc(F)c1	/	-0.2	3.7	3.4	-4.6	-9.6	0.2	/	7.5
COC1=CC(=O)C(O)=C(CCCCCCC/C=C/CCCCCCCC2=C(O)C(=O)C=C(OC)C2=O)C1=O	4.9	-11.7	1.1	-1.4	2.8	14.8	-0.6	-10.5	-13.1
O=C1NCC(Nc2ccc(Br)cc2)C(=O)N1 (stereo not given)	/	-8.8	1.1	-5.5	-2.7	1.9	0.3	/	0.8
CCC[N+](CC#Cc1ccccc1)(CCC)CC(=O)OCC	-5.9	13.4	-0.1	1.7	-11.7	-10.9	0.4	8.0	19.9
CC(NC(=O)c1ccc(Br)o1)C1CC2CCC1C2 (stereo not given)	-1.7	-9.3	0.3	-11.5	1.2	13.9	0.3	-16.2	-18.9
O=C(COC(=O)c1cncc(Br)c1)NCc1ccc2c(c1)OCO2	-0.8	-14.6	1.3	-27.4	-3.8	10.9	0.9	-18.8	-9.6
O=C(/C=C/c1cccc([N+](=O)[O-])c1)Nc1cccc(NC(=O)c2ccco2)c1	-0.7	4.1	17.0	7.7	-3.5	-12.8	6.2	-12.3	25.2
CC(C)C[C@@H](C(=O)O)N(Cc1cccc(CN([C@@H](CC(C)C)C(=O)O)S(C)(=O)=O)c1)S(C)(=O)=O	1.1	-0.4	0.9	-6.5	-2.5	7.5	-0.1	-13.3	-10.0
O=S(=O)(Nc1cccc(Oc2cnccn2)c1)c1ccc(F)cc1	-1.4	0.1	0.6	-9.7	-4.9	7.2	0.1	1.8	-2.5
O=C(CCN1CCN(CCO)CC1)Nc1ccc(OCc2ccccc2)cc1	-4.8	-0.1	0.8	0.3	-7.0	7.8	0.5	-7.7	-8.1
Cc1cc(Cl)ccc1NC(=O)CCC(=O)N/N=C/c1cc([N+](=O)[O-])ccc1O	0.1	-1.9	2.2	-9.8	-4.5	2.1	0.6	-9.9	-1.8
Cc1cc(C)n2nc(SCC(=O)N(C)c3ccccc3)nc2n1	-1.8	-2.4	0.4	-7.4	-5.9	7.0	0.4	-3.9	-5.5
O=C(CCNC(=O)N1CC(=O)Nc2ccccc21)NCc1ccccc1Cl	/	-17.2	0.3	-9.8	-1.8	8.1	0.1	/	-20.1
CCc1nc2c(OCCOC)cccn2c1N(C)C(=O)c1ccc(C)cc1	/	-0.2	0.7	-2.9	-2.8	1.5	0.3	/	-10.6
CCc1ccc([C@@H]2C[C@H]3[C@@H](CN2S(=O)(=O)c2ccc(C)cc2)C(=O)C[C@@H](c2ccc(C)cc2)N3S(=O)(=O)c2ccc(C)cc2)cc1	/	-16.9	0.2	-9.1	0.3	3.2	0.3	/	5.2
C/C(=N/NC(=O)c1ccc(Br)o1)c1ccncc1	4.4	8.9	0.1	0.0	-6.2	11.7	0.1	-6.4	-4.2
N#CCCNS(=O)(=O)c1ccc(C(=O)OCC2CCCCC2)cc1	-10.3	10.3	1.7	-1.9	-1.3	10.6	2.5	-6.8	-11.0
CN1OC[C@@H]2CN(S(=O)(=O)c3cc(Cl)cc(Cl)c3)[C@H](c3ccc(-c4ccc(C#N)cc4)cc3)C[C@@H]21	/	-21.1	0.1	9.0	-4.8	7.3	0.6	/	-3.0
CC(C)(C)c1ccc(OCC(=O)NC2CCS(=O)(=O)C2)cc1 (stereo not given)	-6.2	-0.6	1.0	-13.2	0.1	6.6	0.8	-2.9	-13.2
COc1ccc(-c2nn(-c3ccccc3)cc2/C=C/C(=O)OCC(=O)Nc2cccc(C#N)c2)cc1	4.8	-7.0	0.7	13.5	-6.8	4.1	-0.7	-11.9	-8.0
CCOC(=O)c1ccc(N[C@@H]2CCN3C(=O)c4ccccc4[C@@H]3C[C@H]2O)cc1	/	-15.3	3.1	-18.3	-1.7	9.5	1.0	-18.1	-9.1
Nc1nnn(CC(=O)N/N=C/c2ccc(Cl)cc2Cl)n1	2.8	-20.7	1.1	-4.6	-2.1	-1.9	-0.1	-0.8	-7.2
c1ccc(NN(Cc2ccncc2)c2ccccc2)cc1	/	-1.1	-1.7	-3.4	-4.2	-5.0	0.0	/	-1.7
CNC(=O)c1c(NC(=O)c2ccc(N3C(=O)CCC3=O)cc2)sc2c1CCCC2	-8.0	-19.2	7.3	-6.5	-2.0	2.5	2.3	-5.3	-10.8
COc1cccc(NC(=O)C2C3CC4OC(=O)C2C4C3)c1 (stereo not given)	3.7	1.5	0.6	-8.5	-1.1	-0.4	-0.1	-2.3	-11.6
CCOc1ccc(NC(=O)Cn2nnc(-c3ccccc3NC(=O)C3CC3)n2)cc1	-8.0	-2.4	-0.1	-6.6	-4.4	8.0	1.1	-15.8	-8.6
COc1ccc(-c2nc3c4ccccc4[nH]c(=O)n3n2)cc1	-3.9	-5.4	2.4	-12.1	-5.3	1.0	1.7	-15.5	0.2
c1ccc(-c2nnc3n2CCCC3)cc1	-6.6	3.7	0.2	-7.0	-6.1	-3.7	0.3	-4.2	8.9
OC(c1ccc2ccccc2c1)c1ncc(-c2ccc(C(F)(F)F)cc2)[nH]1 (stereo not given)	/	-4.0	2.3	-4.1	-3.8	1.9	1.1	/	-3.0
COC(=O)c1cccc(NC(=O)c2ccc(S(=O)(=O)N3CCN(C)CC3)cc2)c1	-1.4	-1.4	3.7	0.0	-3.1	4.8	1.3	-7.7	-5.3
O=C(COC(=O)C1CCN(S(=O)(=O)c2ccc3c(c2)OCCO3)CC1)NC1CCS(=O)(=O)C1 (stereo not given)	-8.0	-7.2	-0.2	-10.9	-5.2	4.1	1.2	11.1	-5.5
O=C(N[C@@H](Cc1c[nH]c2ccccc12)C(=O)O)C1CCN(S(=O)(=O)c2cccs2)CC1	-8.2	-8.3	0.6	-1.7	-5.0	13.6	0.0	0.1	-11.0
O=S(=O)(c1ccc(F)cc1)N1CCN(c2ccc(F)cc2)CC1	-2.2	-5.1	0.8	-9.4	-3.4	-0.4	0.8	-5.9	5.5
Cc1cc(C)cc(NC(=O)CCN2CCCC2)c1	-4.5	5.6	0.3	-12.7	-5.6	1.7	0.4	-3.8	0.8
Cc1ccn2c(NCc3ccccc3)c(-c3cccs3)nc2c1	-7.8	-18.4	1.6	-3.7	-13.2	-31.3	0.8	-16.1	2.4
O=C(NC(=S)NC1CCS(=O)(=O)C1)c1cccc([N+](=O)[O-])c1 (stereo not given)	-8.8	-11.4	1.0	-9.7	-1.9	7.0	0.9	4.2	-11.2
CCCCN(Cc1nc2ccccc2c(=O)[nH]1)C(=O)CN1C(=O)NC2(CCCCC2)C1=O	-7.9	-11.8	0.1	-11.2	-4.2	4.9	-0.2	-34.0	-3.5
O=C(c1ccccn1)N1CCCC(N2CCN(c3cccc(C(F)(F)F)c3)CC2)C1 (stereo not given)	0.9	-24.6	0.7	-25.2	-4.4	7.3	0.5	-23.4	-13.0
CCCn1c2ccccc2c2nnc(SCC(=O)Nc3ncccn3)nc21	3.5	-9.4	1.6	-14.6	-5.6	1.4	2.6	-27.1	-6.0
COc1ccc(NS(=O)(=O)c2cccc3cccnc23)cc1	-6.2	9.0	0.7	10.2	-4.3	2.2	0.2	-20.2	3.3
COc1ccc(OC)c(C2=Nn3c(nnc3-c3cccc(OC(C)C)c3)SC2)c1	-0.3	9.8	0.3	3.4	-4.2	4.5	0.3	-2.5	-0.2
O=C1c2ccc(Br)cc2C(=O)N1c1ccc(Cc2ccncc2)cc1	/	6.0	10.7	21.7	-4.8	-5.0	10.7	/	21.0
C[C@H](CO)N1C[C@H](C)[C@@H](CN(C)S(=O)(=O)c2ccc(F)cc2)Oc2ccc(NC(=O)C3CCCCC3)cc2C1=O	1.9	-19.5	1.9	-16.7	-9.9	1.9	0.5	-20.5	-6.8
